# High-throughput results deposited in PubChem BioAssay by Broad Institute.
# INS-1E GSIS act – primary screen for activators of insulin secretion dependent on glucose, INS-1E cells, GLuc reporter luminescence. INS-1E GLuc reporter insulin secretion, 2-3 h. activation, % at 16.6 µM. 370,000 tested, 0.61% active. AID 743287;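 active = lowest replicate activation of at least 40%, so every replicate reaches that level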;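 note: 0% = median of neutral control wells and 100% = median of IBMX positive control wells; some compounds called inactive have numbers as strong as hits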
# miR122 inh – miR-122 inhibition in Huh7 cells; Huh7 miR-122 Renilla luciferase sensor, 48 h; neutral wells = 0, positive control = 100; activation (reporter increase), % at 12.5 µM; 340,000 tested, 0.3% active; AID 602342;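 active = mean replicate activation score at least 90 and every replicate individually at or above 90; inconclusive = only one of the two criteria met; inactive = neither criterion met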;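 note: higher luciferase means less miR-122 activity so hits act as miR-122 inhibitors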
# CFTR F508del cor – correctors of CFTR F508del function in bronchial epithelial cells. CFBE cells, YFP halide quenching; stimulated with forskolin plus potentiator P3; % fluorescence drop versus neutral controls. activity (quench increase), % at 7.58 µM. 350,000 tested, 0.36% active. AID 720511;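 active = mean added fluorescence quench of at least 8% versus neutral control, with both replicates also reaching 8%; inconclusive = only one of the mean or replicate conditions met; inactive = mean below 8% and not both replicates reaching 8%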;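 note: cells transiently co-express mutant CFTR-F508del with the halide-sensitive YFP; corrector assay measuring rescue of mutant channel to the surface after 24 h compound exposure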
# EWS-Fli block – inhibitors of EWS/Fli oncoprotein transcriptional activity | inhibition, % at 12.6 µM | A673 NR0B1-luciferase reporter, viability-normalised | AID 651661 | 350,000 tested, 0.67% active;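 active = mean inhibition of at least 50% after viability correction, with every replicate also passing that limit; inconclusive = mean reaches 50% but only one of two replicates passes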;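 note: firefly luciferase signal divided by Alamar Blue viability fluorescence both relative to DMSO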
# PAX8 inh HTS – lowers PAX8-driven luciferase in RMG-I cells. AID 652154. 360,000 tested, 1.2% active. inhibition, % at 12.6 µM. RMG-I TPO-luciferase reporter, SteadyGlo, 24 h;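 active = mean replicate inhibition at least 60% with every replicate also reaching 60%; inconclusive = only one of the two criteria is met; inactive = mean below 60% and not all replicates reaching 60%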;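 note: luciferase light reporting Pax8 driven TPO promoter activity; plate controls were median of neutral control wells for no effect and mitoxantrone controls for full effect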
# FN deposition inh – fibronectin deposition inhibition; AH1F fibroblasts, Alexa488-fibronectin deposition fluorescence, overnight; inhibition, % at 12.6 µM; 350,000 tested, 0.086% active; AID 743247;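 active = mean inhibition across replicates of 30% or more, regardless of how many single replicates reach that level; inconclusive = mean under 30% yet at least half of replicates reach 30%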;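 note: positive control wells lacked labelled fibronectin entirely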
#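 Measured by – fluorescence 485/525 nm · System – AH1F fibroblast monolayer, labelled fibronectin deposition · Amount – 10000 cells per well · Buffer or medium – serum-reduced DMEM (2% serum) · Doses – single dose, pinned · Also added – fluorescent fibronectin at 24 nM final · Schedule – 1 h cell attachment, overnight exposure to compound and label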
# DENV2 CPE rescue – DENV2-induced cell death inhibition; 350,000 tested, 1.7% active; CPE inhibition, % at 9.99 µM; DENV2-infected cells, cytopathic effect rescue, plate reader; AID 651640; in the data active = CPE inhibition above about 20%, passing the limit was not always enough; inconclusive = no clear call, values can overlap the other calls; tested in BHK-21 cells;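 note: 0% = median of neutral control wells and 100% = median of positive control wells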
# Active calls of the source: *; u = inconclusive; x = no result given; & = joins results of further samples; [ ] = dose if it differs, or a comment.
SMILES,INS-1E GSIS act,miR122 inh,CFTR F508del cor,EWS-Fli block,PAX8 inh HTS,FN deposition inh,DENV2 CPE rescue
CCC(=O)N1CCN(c2ccc(NC(=S)NC(=O)c3ccc(OC)c([N+](=O)[O-])c3)cc2)CC1,13,x,-0.3,-18,13,x,-1
C[C@@H]1CN([C@H](C)CO)C(=O)c2cc(NC(=O)CCC(F)(F)F)ccc2O[C@@H](C)CCCCO[C@H]1CN(C)C(=O)CCC(F)(F)F,4,-3[16.7 µM],-0.6,7,-4,-10,8
O=C(O)CCN1CC2([N+](=O)[O-])CC=C(OCCO)C([N+](=O)[O-])(C1)C2 (stereo not given),-2,-4,1.4,2,-2,1,3
COc1cc(NC(=O)CCN2CC(C)OC(C)C2)cc(OC)c1 (stereo not given),4,-3,-1.9,13,-11,2,-1
COc1cccc(C2=CC(=O)CCC2)c1OC,15,1,-2.9,-4,-22,16,19
O=C(Cn1cncn1)NCCC(c1ccccc1)c1ccccc1,1,-3,1.3,-17,4,12,-5
COc1ccccc1NC(=O)N1C[C@@H](C)[C@H](OC)CN(C)C(=O)c2cc(NC(=O)c3cnccn3)ccc2OC[C@H]1C,18,x,-1.3,5,-4,-3,-7
Cc1ccc(CNS(=O)(=O)c2cc3c(cc2C)N(C)CCO3)cc1,3,-4,0.7,-3,26,3,5
COc1cc(/C=N/NC(N)=O)ccc1OCC(=O)Nc1ccc(C)c(C)c1,-3,-9,x,x,-4,11,x
CC(=O)Nc1cccc(OCC(=O)Nc2ccccc2)c1,x,6,x,x,-107,-7,x
COc1ccccc1NC(=O)CCC(=O)OCC(=O)c1ccc(C)c([N+](=O)[O-])c1,12,-8,-0.7,x,8,4,0
O=C(Cn1ncc2c1-c1ccccc1OC2)N1CCN(Cc2ccccc2)CC1,10,5,-1.4,13,12,13,-3

# A few values from the list:
# In DENV2 CPE rescue, O=C(Cn1ncc2c1-c1ccccc1OC2)N1CCN(Cc2ccccc2)CC1 reads -3
# In miR122 inh, CC(=O)Nc1cccc(OCC(=O)Nc2ccccc2)c1 reads 6
# In miR122 inh, COc1cc(/C=N/NC(N)=O)ccc1OCC(=O)Nc1ccc(C)c(C)c1 reads -9
# In INS-1E GSIS act, COc1cc(NC(=O)CCN2CC(C)OC(C)C2)cc(OC)c1 (stereo not given) reads 4
# In FN deposition inh, O=C(Cn1cncn1)NCCC(c1ccccc1)c1ccccc1 reads 12
# In EWS-Fli block, COc1cccc(C2=CC(=O)CCC2)c1OC reads -4

# The listing picks up with the 2 entries that preceded the break.
SMILES,INS-1E GSIS act,miR122 inh,CFTR F508del cor,EWS-Fli block,PAX8 inh HTS,FN deposition inh,DENV2 CPE rescue
COc1ccccc1NC(=O)CCC(=O)OCC(=O)c1ccc(C)c([N+](=O)[O-])c1,12,-8,-0.7,x,8,4,0
O=C(Cn1ncc2c1-c1ccccc1OC2)N1CCN(Cc2ccccc2)CC1,10,5,-1.4,13,12,13,-3
O=C1CCCCN1CCC(=O)N1CCCC(N2CCN(c3ccccc3)CC2)C1 (stereo not given),9,1,-2.3,x,1,-2,-2
CC(=O)N1CCCN(C(=O)c2cc(COc3c(F)cccc3F)on2)CC1,-1,0,-2.4,1,-4,0,3
C[C@H]1CN([C@@H](C)CO)C(=O)c2cc(NC(=O)Nc3ccccc3)ccc2O[C@H]1CN(C)S(=O)(=O)c1ccc(F)cc1,-29,20[16.7 µM],0.4,-10,x,-10,5
CC(C)S(=O)(=O)c1cnc(N2CCOCC2)nc1N,7,x,-3.1,0,14,6,-2
O=C(C[C@@H]1C[C@@H]2c3cc(NC(=O)CC4CC4)ccc3O[C@@H]2[C@@H](CO)O1)NCCc1ccccc1,-5,3[16.7 µM],-3.8,14,12,-15,-2
CS(=O)(=O)c1ccccc1C(=O)Nc1nc2ccccc2[nH]1,-3,5,-2.3,4,-19,0,-2
O=C(O)c1ccc(N=Nc2c(O)ccc3ncccc23)cc1,8,x,0.1,-63,17,-2,11
Clc1ccc2c(c1)[C@H]1OCC[C@H]1[C@@H](c1ccco1)N2,23,-1,0.8,-69,-18,1&2,0
O=C(CSC(=S)N1CCOCC1)Nc1ncc2c(n1)CC(c1ccco1)CC2=O (stereo not given),x,x,1.2,6,2,4,30*
CCN1C(=O)N(C)[C@@H](c2ccccc2)C(C(=O)OC)=C1C,47,-3,1.6,-4,-8,-1,-11
CCc1ccc(N2CC(C(=O)OCC(=O)Nc3ccccc3C)CC2=O)cc1 (stereo not given),-8,x,-0.7,2,-7,9,14
CCC(=O)N1C[C@H](C)[C@H](OC)CN(C)C(=O)c2ccc(NC(=O)Nc3ccc(Cl)cc3)cc2OC[C@H]1C,-32,x,-3.7,-10,34,-2,-3
CNC[C@@H]1Oc2ccc(NS(=O)(=O)c3c(C)noc3C)cc2C(=O)N([C@@H](C)CO)C[C@H]1C,17,-11[16.7 µM],-0.3,-9,-30,2,0
CSC(=S)N/N=C/c1ccccc1,2,0,x,-6,16,7,-3
COc1ccccc1-c1cc(C(=O)Nc2cc(C)on2)no1,x,-1,0.5,-41,x,x,3
CC(C)C[C@H](NC(=O)OC(C)(C)C)C(=O)N[C@@H](CO)[C@H](O)[C@@H]1C[C@@H]1C(=O)NC1CC1,-1,0,-1.3,-1,-16,-3,x
O=S1(=O)CC(N2CC=CC2)CN1C1CCCCC1 (stereo not given),7,-10,-3.8,5,-15,-4,4
CC(C)Cc1ccc(CN2C(C(C)C)C(=O)N(Cc3cn(CCC4OCCO4)nn3)CCS2(=O)=O)cc1 (stereo not given),-16,0,2.3,-8,16,-5,-3
CN1CCN(C(=O)C2=C[C@H](c3csc4ccccc34)C[C@H](OCc3ccc(CO)cc3)O2)CC1,-11,x,1.2&1.9,3&7,10&-14,0,-5&4
COc1cccc(NC(=O)N(C)C[C@H]2Oc3cc(-c4ccccc4F)ccc3S(=O)(=O)N([C@@H](C)CO)C[C@H]2C)c1,2,-3[16.7 µM],-2.2,8,x,5,-6
C[C@@H]1CN([C@@H](C)CO)C(=O)c2cc(C#CCN(C)C)cnc2O[C@H]1CN(C)Cc1ccc(C(=O)O)cc1,36,8[16.7 µM],x,-4,-20,1,4
O=C(COC(=O)CCC(NC(=O)OCc1ccccc1)C(=O)OCC(=O)Nc1ccccc1)Nc1ccccc1 (stereo not given),x,x,-1.9,2,-17,7,4
C[C@@H]1CCCCO[C@H](CN(C)S(=O)(=O)c2ccc(Cl)cc2)[C@H](C)CN([C@@H](C)CO)C(=O)c2cc(NC(=O)c3ccncc3)ccc2O1,-24,5[16.7 µM],1.5,16,-4,7,-1
COc1ccc(C2CC(=O)C(c3cccc(F)c3)=CN2Cc2ccccc2)cc1 (stereo not given),-21,x,-1.8,1,-1,3,9
CCn1nc(CC(=O)Nc2ccc(-n3cnnn3)c(OC)c2)c2ccccc2c1=O,x,2,x,x,15,1,x
COc1ccc(S(=O)(=O)N[C@@H]2CC[C@H](CCn3cc(C(C)C)nn3)O[C@H]2CO)cc1,-5,-8[16.7 µM],-5.3,-11,6,1,-5
Cc1cc(NC(=O)C(C)SCC(=O)Nc2cc(Cl)ccc2N2CCN(C)CC2)no1 (stereo not given),14,5,4.0,2,11,x,x
CC1(c2nnc(-c3ccc(Cl)cc3)o2)CC(c2ccc([N+](=O)[O-])cc2)=NO1 (stereo not given),-5,-3,2.4,2,31,-2,-5
C[C@H]1CN([C@@H](C)CO)C(=O)Cc2cc(NC(=O)CCN3CCOCC3)ccc2O[C@H]1CN(C)Cc1ccc(C(=O)Nc2ccccc2N)cc1,12,x,0.6,x,7,x,3
COc1ccc(C(=O)O)cc1S(=O)(=O)N1CCN(c2ccccn2)CC1,-10,-1,-3.1,-3,8,-3,u
COC(=O)[C@]1(Cc2ccccc2)N[C@H](CN(C)C(=O)c2ccc(C(C)(C)C)cc2)[C@@H]2C(=O)N(Cc3ccccc3)C(=O)[C@@H]21,-21,2,2.8,20,-11,-5,-3
COc1cccc(N(CC(=O)NC2CCCC2)C(=O)CCC(=O)Nc2nccs2)c1,15,4,-1.3,-2,1,-7,14
Cc1c(C(=O)O)sc2nc(/C=C/c3cccc(O)c3)[nH]c(=O)c12,4,-11,-0.1,10,26,x,-2
COCC(=O)Nc1ccc2c(c1)OC[C@@H](C)N(Cc1cocn1)C[C@@H](C)[C@@H](OC)CN(C)C2=O,14,x,-0.6,0,-31,-15,-5
O=C(Cc1ccc(Br)cc1)N1CCc2ccccc2C1,-6,-10,-2.1,-58,-116,3,-4
CCOC(=O)Cc1csc(NS(=O)(=O)c2ccc([N+](=O)[O-])cc2)n1,10,13,3.6,6,-14,2,u

# The last 2 entries of the part above come first, to join the parts:
SMILES,INS-1E GSIS act,miR122 inh,CFTR F508del cor,EWS-Fli block,PAX8 inh HTS,FN deposition inh,DENV2 CPE rescue
O=C(Cc1ccc(Br)cc1)N1CCc2ccccc2C1,-6,-10,-2.1,-58,-116,3,-4
CCOC(=O)Cc1csc(NS(=O)(=O)c2ccc([N+](=O)[O-])cc2)n1,10,13,3.6,6,-14,2,u
Cc1ccc(S(=O)(=O)NCC(=O)N2CCN(c3ccc(F)cc3)CC2)cc1,-10,x,1.0,x,-1,x,19
Cc1ccsc1/C=N/NC(=O)c1ccc2nc[nH]c2c1,10,x,x,x,-12,-7,x
O=C(COc1ccc(Cl)cc1)Nc1cccc(-c2ccc(N3CCOCC3)nn2)c1,13,6,0.1,-31,-67,-2,3
CC(C)CC#Cc1ccc2c(c1)O[C@@H](CN(C)Cc1ccc(F)cc1)[C@H](C)CN([C@@H](C)CO)S2(=O)=O,7,-21[16.7 µM],1.6,31,28,x,-8
Cc1noc(C)c1NC(=O)N[C@@H]1CC[C@@H](CC(=O)Nc2ccccc2)O[C@H]1CO,3,x,-3.4,-1,x,x,18
CO[C@H]1CN(C)C(=O)c2cc(NC(=O)CC(F)(F)F)ccc2OC[C@@H](C)N(C(=O)C2CCOCC2)C[C@H]1C,3,x,0.5,x,-19,-35,6
Cc1cc(C)c(NC(=O)c2cc(=O)c3ccccc3o2)c(C)c1,-2,x,-1.2,6,2,6,-6
Cc1ccc(NC(=O)c2ccc3ncsc3c2)cc1S(=O)(=O)N(C)C,9,x,-0.6,-31,-86,-1,-5
Cc1nc2c(O)cccc2cc1CO,5,-9,2.6,13,17,1,6
Nc1ccn(CC(=O)NCCNc2ccc([N+](=O)[O-])cn2)c(=O)n1,-6,-1,-0.5,2,-22,-24,2
CCNc1nc(NCC)nc(N/N=C/c2ccc([N+](=O)[O-])o2)n1,16,-3,x,x,x,6,x
Cc1ccc(NC(=S)N=Nc2c(O)n(C)c3ccc(S(=O)(=O)N4CCOCC4)cc23)cc1,-4,-1,x,x,19,-2,x
C/C=C/c1cnc2c(c1)C(=O)N([C@@H](C)CO)C[C@H](C)[C@H](CN(C)C(=O)C1CCCCC1)O2,-5,9[16.7 µM],-5.9,-5,x,x,3
COc1ccc(C(C)(C)C)cc1NC(=O)c1ccc2c(c1)SC1=NS(=O)(=O)CCN12,8,-5,1.4,8,-33,-2,-2
CCOC(=O)N1CCN(C(=O)C2CCN(CC3CCCCC3)CC2)CC1,x,-6,x,-1,7,-1,4
